PglD inh – C. jejuni PglD acetyltransferase inhibitors, primary screen, biochemical, DTNB colorimetric, single point | UDP-N-acetylbacillosamine N-acetyltransferase PglD (Campylobacter jejuni) | purified PglD enzyme, DTNB colorimetric CoA detection | inhibition, % at 12.5 µM | 360,000 tested, 0.098% active | AID 602405, 2012; in the data active = inhibition above about 16%, passing the limit was not always enough; inconclusive = no clear call, values can overlap the other calls; note: strong numbers were not always called active
SIRT5 block – SIRT5 desuccinylase inhibitors, primary screen, biochemical, fluorescence imaging, single point, set 5; NAD-dependent protein deacylase sirtuin-5, mitochondrial (Homo sapiens), Q9NXA8; Purified SirT5, succinyl-peptide AMC, trypsin-coupled fluorescence; inhibition, % at 15 µM; 330,000 tested, 1.1% active; in the data active = inhibition above about 15%; inconclusive = no clear call, values can overlap the other calls
ERp5 block – inhibitors of ERp5-driven insulin aggregation, primary screen, biochemical, turbidity, absorbance 650 nm, single point. Protein disulfide-isomerase A6 (Homo sapiens), Q15084. 90 min. inhibition, % at 9.99 µM. 350,000 tested, 0.05% active;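 active = mean replicate inhibition above about 25%, with every replicate also reaching it, limit read from the data, passing the limit was not always enough; inconclusive = only one of those two criteria met; inactive = neither criterion met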
C2C12 statin – suppressors of statin myotoxicity in C2C12 myotubes, primary screen, cell-based, single point, plate reader; C2C12 myotubes + simvastatin, ATP luminescence, 48 h; scaled: DMSO 0, geranylgeraniol control 100; rescue of ATP level, % at 7.49 µM; 330,000 tested, 0.78% active; AID 602340, 2012;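 active = mean ATP rescue above about 67%, or every replicate alone reaching that limit, limit read from the data, passing the limit was not always enough; inconclusive = no clear call, values can overlap the other calls; inactive = mean under the limit and some replicate under it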;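 note: myotubes were challenged with 10 µM simvastatin during compound exposure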
DENV2 CPE – inhibitors of DENV2 cytopathic effect, primary screen, cell-based, plate reader, single concentration; 350,000 tested, 1.7% active; CPE inhibition, % at 9.99 µM; DENV2-infected cells, cytopathic effect rescue; in the data active = CPE inhibition above about 20%, passing the limit was not always enough; inconclusive = no clear call, values can overlap the other calls; tested in BHK-21 cells;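 note: 0% = median of neutral control wells and 100% = median of positive control wells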
E-sel inducer – E-selectin induction in HUVECs, primary screen, imaging, HUVEC, immunofluorescence imaging, single point | P16581 | 260,000 tested, 0.37% active | normalized: neutral wells 0, TNF-alpha wells 100 | activation, % at 7.58 µM | AID 686992, 2013;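 active = mean E-selectin-positive cell signal at least 10% of the positive control, reached in at least 60% of replicates, without over 20% cell loss; inconclusive = no rule given, readout overlaps actives, possibly toxicity-flagged; inactive = the rest, including those meeting only one limit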;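 note: in these data hits start at about 27%; measured in HUVEC primary endothelial cells; signal is the percent of cells scored E-selectin positive by PE staining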
Target sequence (P16581 whole entry, looked up): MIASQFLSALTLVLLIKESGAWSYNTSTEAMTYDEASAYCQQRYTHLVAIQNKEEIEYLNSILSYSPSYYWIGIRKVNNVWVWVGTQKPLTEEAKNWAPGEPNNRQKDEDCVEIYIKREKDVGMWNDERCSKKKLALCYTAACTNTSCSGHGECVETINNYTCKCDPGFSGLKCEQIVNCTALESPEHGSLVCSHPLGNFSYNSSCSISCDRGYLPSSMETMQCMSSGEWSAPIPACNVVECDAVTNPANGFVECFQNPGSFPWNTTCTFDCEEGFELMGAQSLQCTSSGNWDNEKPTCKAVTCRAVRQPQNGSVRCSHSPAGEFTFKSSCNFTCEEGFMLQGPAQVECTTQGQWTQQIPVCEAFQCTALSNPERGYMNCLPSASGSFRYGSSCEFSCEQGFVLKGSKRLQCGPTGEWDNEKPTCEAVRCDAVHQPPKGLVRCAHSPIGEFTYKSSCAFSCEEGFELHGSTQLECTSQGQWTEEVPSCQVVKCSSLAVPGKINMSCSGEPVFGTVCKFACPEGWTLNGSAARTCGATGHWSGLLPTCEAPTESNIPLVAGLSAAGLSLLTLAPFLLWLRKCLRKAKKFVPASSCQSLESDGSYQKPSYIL
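material = human umbilical vein endothelial cells (HUVEC), E-selectin induction | quantity = 3,000 cells/well | medium = EGM-2 growth medium on 0.1% gelatin-coated wells | technique = immunofluorescence imaging | read-out basis = % PE-positive cells | control set = TNF-alpha positive control, DMSO neutral control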
S100A4 inh HTS – inhibitors of S100A4-myosin IIA peptide binding, primary screen, biochemical, fluorescence polarization, TAMRA-MyoIIA peptide. inhibition, % at 10.7 µM. 360,000 tested, 0.14% active;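 active = mean inhibition of at least 70% across replicates, with every replicate also reaching that level; inconclusive = mean inhibition reaches 70% but some replicates fall short; inactive = mean inhibition below 70%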
Target sequence (P26447 whole entry, looked up): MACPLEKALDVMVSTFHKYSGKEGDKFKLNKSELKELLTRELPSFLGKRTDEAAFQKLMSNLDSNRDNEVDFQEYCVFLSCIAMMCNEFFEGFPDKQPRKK
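Material: S100A4 monomer protein / Buffer or medium: 50 mM HEPES pH 7.2, 10 mM CaCl2, 100 mM KCl / Times: 5 min incubation before reading / Benchmarks: neutral control DMSO, positive control TFP / Reagent: labelled myosin peptide probe, 5 nM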
* = called active by the depositor; ? = inconclusive; · = not tested or not shown. Only part of the results is shown (hit frequency here may not be typical).

item | canonical_smiles | ERp5 block | SIRT5 block | S100A4 inh HTS | DENV2 CPE
1 | Cc1noc(C)c1S(=O)(=O)Nc1ccc2c(c1)C(=O)N([C@@H](C)CO)C[C@H](C)[C@H](CN(C)Cc1ccc(Cl)c(Cl)c1)O2 | 17 | 3 | 7 | -7
2 | O=[N+]([O-])c1ccc(F)cc1Oc1nc(-c2cccnc2)nc2ccccc12 | 4 | 1 | 1 | 4
3 | Cc1ccc(S(=O)(=O)N(C)C[C@H]2Oc3ccc(NC(=O)Nc4cccc5ccccc45)cc3CC(=O)N([C@H](C)CO)C[C@H]2C)cc1 | -7 | 0 | -46 | -10
4 | O=C(N/N=C/c1ccc([N+](=O)[O-])cc1)C(=O)N1CCCC1 | 0 | 2 | -5 | 0
5 | Cc1ccc(-c2ccccc2[C@@H]2[C@@H](C#N)N(C(=O)NC3CCCC3)[C@H]2CO)cc1 | 0 | 3 | 16 | ?
6 | COc1ccc(F)cc1-c1cc(C(=O)Nc2ccc(C)c(NS(C)(=O)=O)c2)[nH]n1 | -2 | 0 | -9 | 17
7 | S=C1NCCNC(=S)NCCOCCOCCOCCN1 | 4 | 2 | 0 | -1
8 | O=C(CN1CCCCCC1)N1c2ccccc2C=Cc2ccccc21 | 0 | -1 | 11 | ·
9 | CC(C)C(=O)N1CCC1(C)C(=O)NS(=O)(=O)c1cccs1 (stereo not given) | 3 | -2 | -18 | -4
10 | O=C(Nc1cccc(-c2csc(Nc3cccc(C(F)(F)F)c3)n2)c1)c1ccccc1 | -2 | 2 | 16 | -9
11 | C[C@H](CO)N1C[C@H](C)[C@@H](CN(C)Cc2ccncc2)Oc2ccc(N(C)C)cc2CC1=O | -4 | 0 | 4 | 0
12 | CCCNC(=O)C[C@H]1C[C@@H]2c3cc(NC(=O)Nc4ccc(F)cc4)ccc3O[C@@H]2[C@H](CO)O1 | -1 | -4 | 10 | 1
13 | COC(=O)c1cc(=O)c2ccc(OC)cc2o1 | · | · | -8 | ·
14 | COC(=O)C[C@@H]1C[C@H]2c3cc(NC(=O)c4cccnc4)ccc3O[C@H]2[C@@H](CO)O1 | -2 | 1 | -4 | -1
15 | Cc1ccc(C(=O)N(CC(C)C)c2c(N)n(Cc3ccccc3)c(=O)[nH]c2=O)o1 | 17 | -2 | -3 | ?

item | C2C12 statin | E-sel inducer | PglD inh
1 | · | · | -3
2 | · | · | ·
3 | 40 | 1.2 | -1
4 | · | · | ·
5 | · | ? | ·
6 | -2 | 3.7 | -4
7 | · | -0.1 | ·
8 | -8 | · | -2
9 | -16 | 0.0 | 3
10 | -58 | 8.1 | 5
11 | 7 | 0.1 | -2
12 | 1 | -0.4 | -2
13 | 15 | · | 3
14 | 2 | -0.2 | -1
15 | · | · | ·

A second format for two compounds above:
#12 CCCNC(=O)C[C@H]1C[C@@H]2c3cc(NC(=O)Nc4ccc(F)cc4)ccc3O[C@@H]2[C@H](CO)O1
#13 COC(=O)c1cc(=O)c2ccc(OC)cc2o1
assay / compound | 12 | 13
ERp5 block | -1 | ·
SIRT5 block | -4 | ·
S100A4 inh HTS | 10 | -8
DENV2 CPE | 1 | ·
C2C12 statin | 1 | 15
E-sel inducer | -0.4 | ·
PglD inh | -2 | 3

Five entries out of the list above, arranged by the value under ERp5 block, highest first.
# | SMILES | ERp5 block
1 | Cc1noc(C)c1S(=O)(=O)Nc1ccc2c(c1)C(=O)N([C@@H](C)CO)C[C@H](C)[C@H](CN(C)Cc1ccc(Cl)c(Cl)c1)O2 | 17
2 | O=[N+]([O-])c1ccc(F)cc1Oc1nc(-c2cccnc2)nc2ccccc12 | 4
9 | CC(C)C(=O)N1CCC1(C)C(=O)NS(=O)(=O)c1cccs1 (stereo not given) | 3
4 | O=C(N/N=C/c1ccc([N+](=O)[O-])cc1)C(=O)N1CCCC1 | 0
12 | CCCNC(=O)C[C@H]1C[C@@H]2c3cc(NC(=O)Nc4ccc(F)cc4)ccc3O[C@@H]2[C@H](CO)O1 | -1

Further structures follow.
item | canonical_smiles | ERp5 block | SIRT5 block | S100A4 inh HTS | DENV2 CPE
16 | CN(C)C(=O)[C@H]1[C@H](CO)[C@H]2Cn3c(ccc(-c4ccccc4)c3=O)[C@H]2N1C(=O)c1ccccn1 | -5 | -2 | 12 | -1
17 | CC(C)(C)NC(=O)CN(C(=O)CS(=O)CC(=O)Nc1ccc(F)cc1)c1cccc(F)c1 (stereo not given) | -5 | -1 | -3 | -6
18 | CN(CC(=O)NCc1ccco1)S(=O)(=O)c1ccc(F)cc1 | -8 | -7 | -3 | 12
19 | CN(C)c1nc(NCc2ccccc2)nc(N/N=C/c2cccc(Br)c2)n1 | -1 | 1 | 5 | 8
20 | Cc1ccc(CN(C)C(=O)COC(=O)CSc2cc(C)c3ccccc3n2)cc1 | -1 | -8 | 0 | 9
21 | CCOC(=O)N1CCN(Cc2nc(-c3ccc(OC)cc3)no2)CC1 | -2 | 6 | -2 | 0
22 | O=C(Cn1c(NCCO)nc2ccccc21)Nc1ccc2c(c1)OCCCO2 | -1 | -1 | -1 | -2
23 | CSc1ccccc1NC(=O)C1C2CCC(C2)C1C(=O)O (stereo not given) | -6 | 3 | 3 | 1
24 | Cc1cc(C)nc(CCNC(=O)c2cc(COc3c(F)cccc3F)on2)n1 | 0 | 0 | -1 | 0
25 | COC(=O)c1c(C)oc(C)c1S(=O)(=O)NCC1CC1 | 1 | -3 | 0 | 9
26 | COc1ccc(CNC(=O)c2cc3c(c(-c4cccc(-c5cccc(C#N)c5)c4)n2)[C@H](CCO)N([S@@](=O)C(C)(C)C)C3)cc1 | 3 | 1 | 4 | 3
27 | CCCCn1nnnc1C(c1ccccc1)N1CCN(c2cccc(C(F)(F)F)n2)CC1 (stereo not given) | -3 | -6 | -5 | -4

item | C2C12 statin | E-sel inducer | PglD inh
16 | 5 | -0.3 | -1
17 | -6 | -0.1 | -3
18 | -2 | · | -3
19 | -6 | · | 1
20 | -1 | · | 5
21 | · | · | 3
22 | 11 | -1.0 | 1
23 | 0 | -5.2 | -4
24 | · | · | ·
25 | -7 | 1.4 | -2
26 | -13 | 54* | 1
27 | · | -0.2 | ·

An excerpt of these results, with values under each structure:
Values in the order – ERp5 block	SIRT5 block	S100A4 inh HTS	DENV2 CPE	C2C12 statin	E-sel inducer	PglD inh
(8) O=C(CN1CCCCCC1)N1c2ccccc2C=Cc2ccccc21
→ 0	-1	11	·	-8	·	-2
(13) COC(=O)c1cc(=O)c2ccc(OC)cc2o1
→ ·	·	-8	·	15	·	3
(24) Cc1cc(C)nc(CCNC(=O)c2cc(COc3c(F)cccc3F)on2)n1
→ 0	0	-1	0	·	·	·
(18) CN(CC(=O)NCc1ccco1)S(=O)(=O)c1ccc(F)cc1
→ -8	-7	-3	12	-2	·	-3
